High-throughput results (PubChem BioAssay)
G9a inh: G9a (human) methyltransferase inhibition; Q96KQ7; G9a H3K9 monomethylation, AlphaScreen, 2 h; Potency, µM (highest dose often 102 µM), inactives show at the top dose activity, negative = inhibition, most hits filed as inhibitors; 8.8% of 350,000 active; note: potency is the fitted concentration of half-maximal effect; % is set by controls: 0 for no effect and ±100 for the full control effect; nearly all actives have a fitted effect of over 75% in size
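Enzyme 20 nM + cpd, 15 min RT; add b-H3K9 pep 500 nM / SAM 20 uM; 2 h RT; anti-H3K9me1 Ab 0.5 ug/mL + SA donor / anti-rabbit acceptor beads 20 ug/mL each, 10 min; AlphaScreen read.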
RGS4 inh: blocks human RGS4-accelerated GTP hydrolysis; Transcreener GDP fluorescence polarization, RGS4-accelerated GTP hydrolysis; Potency, µM (titrated, usually from 114 µM), for inactives: at the top dose activity change, negative = inhibition, most hits filed as inhibitors; 0.039% of 390,000 active; note: potency is the fitted concentration of half-maximal effect; % is set by controls: 0 for no effect and ±100 for the full control effect; nearly all actives have a fitted effect of over 75% in size; some results filed as inactive show a strong effect at the top dose
Target sequence (P49798 whole entry, looked up): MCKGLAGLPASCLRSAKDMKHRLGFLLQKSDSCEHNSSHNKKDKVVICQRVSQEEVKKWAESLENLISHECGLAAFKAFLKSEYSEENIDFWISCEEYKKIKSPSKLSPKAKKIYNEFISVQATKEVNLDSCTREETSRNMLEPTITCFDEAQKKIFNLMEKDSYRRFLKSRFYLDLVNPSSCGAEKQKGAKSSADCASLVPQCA
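MLSMR compounds (23 nl, pin-transferred) preincubated 10 min at room temperature with a 500nM (2x) first reagent, then RGS4 at 900nM (2x) plus Transcreener GDP mix added; fluorescence polarization (620/688 nm) read before and after 90 min at 30 °C.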
12-LOX inh: blocks human arachidonate 12S-lipoxygenase; P18054; purified 12hLO, xylenol orange hydroperoxide absorbance; Potency, µM (titrated, usually from 108 µM), for inactives: at the highest dose activity change, negative = inhibition, actives largely listed as inhibitors; 1.1% of 580,000 active; AID 1671190; note: potency is the fitted concentration of half-maximal effect; % is set by controls: 0 for no effect and ±100 for the full control effect
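Hydroperoxide product was detected by ferrous iron/xylenol orange as the 573 to 405 nm absorbance ratio. Arachidonic acid at 40 uM (final) was turned over for 30 min at room temperature by 150 nM human 12hLO, pH 7.0 Hepes buffer, after 15 min compound preincubation.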
PI4K2A block: blocks human PI4K2A kinase activity. purified PI4K2A, ADP-Glo luminescence, 1 h; hits give low values. activity change, negative = inhibition, % at 76.9 µM. Q9BTU6. 0.13% of 420,000 active; in the data active = activity change below about -50%; inconclusive = mostly about -30% to -49%;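 note: -100% = wells without enzyme as full effect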
Target sequence (Q9BTU6 whole entry, looked up): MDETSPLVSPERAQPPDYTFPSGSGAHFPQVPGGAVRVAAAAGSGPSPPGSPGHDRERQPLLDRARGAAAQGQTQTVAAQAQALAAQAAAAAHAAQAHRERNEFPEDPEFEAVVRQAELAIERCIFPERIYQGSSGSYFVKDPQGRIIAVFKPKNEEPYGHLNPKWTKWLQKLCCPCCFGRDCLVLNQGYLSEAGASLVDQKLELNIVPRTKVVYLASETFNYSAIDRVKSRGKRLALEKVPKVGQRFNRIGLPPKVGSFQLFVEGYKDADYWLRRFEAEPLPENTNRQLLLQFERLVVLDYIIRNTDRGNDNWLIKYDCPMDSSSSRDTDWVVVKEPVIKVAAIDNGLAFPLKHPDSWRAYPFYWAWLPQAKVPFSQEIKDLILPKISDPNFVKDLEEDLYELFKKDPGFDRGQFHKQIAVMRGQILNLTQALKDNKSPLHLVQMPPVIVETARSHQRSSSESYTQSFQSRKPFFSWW
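ADP-Glo luminescence measured ADP generated by PI4K2A enzyme (4 ug/mL before mixing) with 1.2 mM PI substrate (pre-mix) and 300 microM ATP (pre-mix). Tris pH7.5 buffer with MgCl2, Triton X-100; 1 h reaction at ambient temperature.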
GLS inh: blocks human kidney-isoform glutaminase activity; O94925; GLS enzymatic activity, qHTS titration; Potency, µM (titrated, usually from 45.5 µM), without a hit: at the top dose activity change, negative = inhibition, most hits filed as inhibitors; 0.21% of 410,000 active; AID 624170; note: potency is the fitted concentration of half-maximal effect; % is set by controls: 0 for no effect and ±100 for the full control effect
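Coupled fluorescence readout: glutamate oxidase/HRP/Amplex Red detect glutamate formed by hKGA from L-glutamine (1 mM solution added). Buffer 45 mM KH2PO4 pH 8.2, 0.02% Tween-20; reads at t0 and 30 min RT.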
ERG Ets-DNA blk: blocks human ERG Ets domain binding to DNA | P11308 | fluorescence polarization, His-ERG Ets domain / labelled DNA | Potency, µM (highest dose often 76.9 µM), for the others: at the top dose FP activity, negative = inhibition, hits mostly inhibitors | 0.028% of 370,000 active; active = well fitted inhibition curve with a large enough effect in the polarisation, with a control signal flat; inconclusive = small, poorly fitted or top-dose-only effect, or effect the other way, or a change in a side signal; inactive = no such curve, though single readings can be large or run the other way; the % refers to the polarisation;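 note: polarization taken with two DNA probes labelled with fluorescein and Texas red; potency is the fitted concentration of half-maximal effect; % of control where 0% means no effect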
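His-tagged ERG Ets domain (1 uM in the protein solution; 300mM KCl, 50mM Tris-HCl, 1mM EDTA, 1mM DTT, pH 7.5) received compound, then a probe mix of 5 nM fluorescein-DNA and 100nM Texas-615-DNA. Fluorescence polarization was read for both dyes.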
HP1b binding inh: blocks HP1-beta chromodomain binding to methylated histone tails. 0.56% of 390,000 active. AID 540317. AlphaScreen HP1-beta / biotin-H3K9me3 peptide binding. P83916. Potency, µM (highest dose often 114 µM), for the others: top-dose activity change, negative = inhibition, most hits filed as inhibitors; note: potency is the fitted concentration of half-maximal effect; nearly all actives have a fitted effect of over 70% in size; inactives centre near 23
Target sequence (P83916 whole entry, looked up): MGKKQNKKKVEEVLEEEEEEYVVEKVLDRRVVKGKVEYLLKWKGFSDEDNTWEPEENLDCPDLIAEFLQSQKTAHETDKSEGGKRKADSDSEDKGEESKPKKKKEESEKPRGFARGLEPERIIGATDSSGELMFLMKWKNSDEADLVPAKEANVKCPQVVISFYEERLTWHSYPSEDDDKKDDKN
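HP1-beta protein (50 nM final) preincubated 30 min at room temperature with biotinylated H3(1-18)K9me3 peptide (50 nM) in PBS pH 7.4, 0.01% Tween-20, then compound added for 30 min. AlphaScreen streptavidin donor/nickel chelate acceptor beads (10 ug/mL final), 30 min dark, luminescence read.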
JMJD2A Tudor: JMJD2A Tudor domain (human) inhibition; O75164; AlphaScreen JMJD2A-Tudor / H3K4me3 peptide binding; 4.4% of 390,000 active; Potency, µM (highest dose often 114 µM), for the others: top-dose activity change, negative = inhibition, hits mostly inhibitors; AID 504339; note: potency is the fitted concentration of half-maximal effect; % is set by controls: 0 for no effect and ±100 for the full control effect; nearly all actives have a fitted effect of over 50% in size
BAZ2B block: inhibitors of human BAZ2B bromodomain; Q9UIF8; AID 504333; AlphaScreen BAZ2B-H3K14Ac peptide displacement; 4.4% of 360,000 active; Potency, µM (series often up to 114 µM), inactives show at the highest dose activity change, negative = inhibition, most hits filed as inhibitors; note: potency is the fitted concentration of half-maximal effect; % is set by controls: 0 for no effect and ±100 for the full control effect; nearly all actives have a fitted effect of over 60% in size
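AlphaScreen displacement: compounds (up to 110uM) incubated 30 min at room temperature with a preformed 50 nM BAZ2B/50 nM biotinylated H3K14Ac peptide complex in PBS pH 7.4 with Tween-20. Donor and acceptor beads at 10 ug/mL final added, 20 min light-protected before reading.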
* marks the source's active call; other numbers are inactive results; ? = inconclusive; . = not tested or not shown; [ ] = remark or other dose. Unless noted, calls come from the whole dose curve; as a rule, active = well fitted curve in the direction sought with a large enough effect; inconclusive = small, poorly fitted or top-dose-only effect, or another doubt; inactive = no such curve, though single readings can be large; an effect the other way counts as inactive or inconclusive. The list is partial, so the mix of outcomes need not match the whole.

SMILES	G9a inh	RGS4 inh	12-LOX inh	PI4K2A block	GLS inh	ERG Ets-DNA blk	HP1b binding inh	JMJD2A Tudor	BAZ2B block
Cc1ccc(Cn2c(=N)c(S(=O)(=O)c3ccc(Br)cc3)cc3c(=O)n4ccccc4nc32)cc1	18.5%	-8.4%	.	-6.6	1.1%	6.0%	42.2%[activator]	7.8%	-13.9%
COc1ccc(N2C=C3C(=O)C(C)(OC(=O)CCc4ccccc4)C(=O)C=C3C=C2c2ccc(C#N)cc2)cc1 (configuration not stated)	-24.6%[59 µM]	-38.2%	-28.1%	-6.1	-1.5%	15.1%	4.0%	?	?
COc1ccc(S(=O)(=O)NCCc2cn3nc(C)c(C)nc3n2)cc1F	12.7%	11.8%	37.0%[activator]	4.4	-0.6%	-0.1%	31.9%	-12.0%	-3.9%[57.1 µM]
Cc1ccc2[nH]c(=O)c(CN(Cc3ccccc3)C(=S)NCCCN(C)C)cc2c1	-15.7%	-14.0%	?	4.1	-18.0%	-8.3%	-2.1%	-31.3%	-12.2%
Cc1ccc(NC(=O)Nc2nc3ccc(S(C)(=O)=O)cc3s2)cc1	-32.7%	-37.1%	-11.0%	-2.1	17.8%	22.0%	10.1%	-4.1%	12.3%
O=C1CCC(=O)N1CC(=O)N(c1ccccc1)c1ccccc1	?	-27.6%	-0.6%	-2.9	-0.7%	-5.7%	23.7%	-10.1%	-16.7%
COc1cc(NC(=O)CSc2ccc3c(c2)OCCO3)cc(OC)c1OC	-25.4%	2.1%	?	0.1	0.9%	8.9%	34.1%	4.6%	7.6%
Cc1ccc(S(=O)(=O)N(CC(O)CN2C(=O)NC(C)(C)C2=O)c2cccc(C)c2)cc1 (configuration not stated)	20.2%	17.9%	-19.0%	-4.5	-0.9%	-4.1%	-16.6%	-14.8%	-2.6%
CCN(CCO)Cc1csc2cccc(Br)c12	-11.6%	0.4%	0.0%	6.8	2.5%	-17.6%	35.8%	6.1%	-34.1%
CC(C)c1ccc(NC(=O)Cn2c(=O)n(CCc3ccccc3)c(=O)c3ccccc32)cc1	5.5%[59 µM]	7.9%	?	1.6	10.3%	-2.5%	29.0%	-11.6%	-0.7%
Cc1cc(C(=O)N[C@@H](c2ccccc2)[C@]2(C)C[C@H]2[C@@H](C)C(=O)Nc2ccc3ccccc3c2)no1	?	-10.3%	-11.4%	5.5	-11.3%	3.1%	35.1%	-15.5%	-5.2%
O=c1[nH]c(CN2CCCC2)nc2sc3c(c12)CCC3	39.8µM*	18.9%	27.0%	-1.3	1.1%	-16.6%	8.1%	?	?
O=C(/C=C/N1CCOCC1)c1coc2ccccc12	?	-5.1%	0.0%	-3.7	8.9%	17.0%	24.6%	-19.7%	-4.5%
c1ccc(-n2nnnc2-n2ccnc2)cc1	9.6%[12.7 µM]	1.3%	15.1%	5.6	2.2%	1.6%	33.0%[activator]	-7.9%	-4.8%
Cc1ccc(C(=O)OCc2cc(=O)n3c(C)csc3n2)s1	-12.0%[2.33 µM]	12.9%	5.6%	-2.5	-2.7%	-4.9%	23.5%	-22.9%	5.5%
Nc1ccc(-c2ccc(C(=O)O)s2)cn1	3.9%	8.7%	-11.3%	-3.9	-4.4%	-6.5%	31.7%	-2.8%	-9.9%
O=C(c1cccc2nc3ccccc3nc12)N1CCOCC1	6.1%[12.7 µM]	-47.6%	110.5%[activator]	1.4	105.5%[activator]	-15.4%	-12.8%	79.4µM*	-8.6%
Cc1cccc(NC(=O)CN2C(=O)NC(Cc3ccccc3)C2=O)c1 (configuration not stated)	?	-41.2%	?	-17.9	7.4%	1.6%	37.0%	-3.4%	-5.7%
Cn1c(=O)n(C/C=C/c2ccccc2)c(=O)c2c1nc1n2CCN1c1ccc(F)cc1	1.1%[59 µM]	13.0%	-19.1%	-7.9	1.0%	4.8%	49.1%[activator]	12.5%	5.3%
COc1ccc(-n2c(=O)c3sc4ccccc4c3n(CC(=O)NC3CCCCC3)c2=O)cc1	7.7%[59 µM]	12.5%	-2.4%	1.6	1.7%	0.5%	35.6%	-4.3%	0.6%
COc1ccc(C(=O)Nc2ccccc2C(=O)NC(Cc2ccc(O)cc2)C(=O)NNC(=O)c2ccccc2Cl)cc1 (configuration not stated)	-27.5%[59 µM]	-17.3%	-6.1%	3.3	10.5%	5.1%	4.3%	-16.3%	-10.2%
O=C1CC(N(CCc2ccccc2)C(=S)Nc2ccccc2)C(=O)N1c1ccc(F)cc1 (configuration not stated)	-4.5%	23.5%	0.0%	-1.9	-0.5%	2.7%	44.0%[activator]	-6.0%	-8.7%
CCCCC(=O)Nc1ccc(C(=O)NCCCn2ccnc2)cc1	12.6µM*	-6.1%	4.6%	1.7	5.9%	3.4%	20.1%	-14.4%	-10.8%
COc1ccccc1/C=C/C(=O)NCC(=O)N/N=C/c1ccccc1	31.5%	20.9%	10.6%	0.5	7.8%	1.4%	33.5%	-12.7%	-37.0%
CC(C)C(NC(=O)c1ccco1)C(=O)OCC(=O)NCCc1ccccc1 (configuration not stated)	5.1%[12.7 µM]	-11.2%	375.5%[activator]	1.2	7.1%	3.5%	31.8%[activator]	-5.5%	10.2%
O=C(CCl)N1CCN(S(=O)(=O)c2ccc3c(c2)OCCCO3)CC1	-17.3%[59 µM]	-9.8%	91.4%[activator]	7.2	-11.8%	-3.6%	31.4%	-3.4%	-3.3%
COc1ccc(OC(=O)c2cnn(-c3ccccc3)c2C)cc1	1.1%[12.7 µM]	-3.8%	284.4%[activator]	-10.6	1.4%	7.6%	57.1%[activator]	11.7%	-2.5%
O=c1c(-c2ccc(Cl)cc2)[n+]([O-])c2ccccc2n1OCc1nc2ccccc2[nH]1	.	-1.9%	234.9%[activator]	5.8	5.9%	2.8%	20.6%	-25.9%	-8.9%
CCOC(=O)C1CCN(C(=O)c2ccccc2NC(C)=O)CC1	35.1%[59 µM]	15.5%	0.0%	-7.3	1.0%	-3.1%	24.0%	-5.1%	-34.8%[57.1 µM]
O=C(COC(=O)/C=C/c1ccc([N+](=O)[O-])cc1)NCC1CCCO1 (configuration not stated)	-1.1%	11.1%	-9.6%	5.9	-11.2%	0.1%	16.4%	-4.1%	-0.1%
Cc1c(CC(=O)NCCCC(=O)O)c(=O)oc2cc3oc4c(c3cc12)CCCC4	40.9%[activator]	-6.2%	-1.2%	6.5	-18.0%	7.7%	27.5%	5.2%	5.0%
C1CCN(CC2CCCCN2)CC1 (configuration not stated)	.	-0.8%	-8.2%	1.4	?	5.5%	31.5%	?	.
CC(C)CCNC(=O)Cc1c(C(=O)O)[nH]c2ccc(Cl)cc12	-23.2%	-8.4%	0.0%	-1.1	-2.9%	-4.8%	29.4%	-3.2%	-4.8%
CCC(=O)Nc1cccc(NC(=O)c2cccnc2)c1	-1.9%	61.4%[activator]	-26.7%	1.6	3.5%	-1.9%	23.0%	9.8%	-31.3%
COC(=O)c1ccccc1NC(=O)c1ccc2c(c1)CCN2S(C)(=O)=O	-1.2%[59 µM]	7.9%	-23.6%	-2.6	-11.7%	-4.2%	39.8%[activator]	-13.5%	5.7%
CCOc1ccc(N(C(=O)CC(C)C)S(=O)(=O)c2ccc3c(c2)oc(=O)n3C)cc1	-5.8%[59 µM]	-7.0%	-28.9%	-1.2	1.6%	3.0%	27.4%	-19.8%	3.0%
COc1ccc(CN2CCCN(CC(=O)Nc3ccc4c(c3)OCCO4)S2(=O)=O)cc1	5.9%[12.7 µM]	-2.9%	?	3.8	-3.1%	1.3%	34.0%	-4.0%	-14.8%
Cc1cccc(N/N=C/c2ccc(O)c(O)c2O)c1	1.12µM*	-82.8%[56.9 µM]	419.7%[activator]	7.8	?	1.5%	?	44.7µM*	50.1µM*
O=C(Nc1ccc(F)cc1)c1ccc(S(=O)(=O)N2CCOCC2)o1	5.4%[59 µM]	-32.6%	0.4%	-0.3	-4.9%	-3.6%	31.0%	2.4%	1.3%
CSc1nc(C)nc2c1c(=O)n(C)c(=O)n2C	?	14.9%	18.4%[57.4 µM]	-4.1	-2.6%	0.4%	30.2%	-17.6%	-5.4%
CSc1ccc(C2c3c(oc4cc(C)cc(C)c4c3=O)C(=O)N2Cc2ccco2)cc1 (configuration not stated)	?	-15.6%	?	0.0	-0.3%	-1.0%	31.7%	3.8%	-0.3%
COc1c(Cl)cc(Cl)cc1CNCCSc1nnnn1C	16.2%[59 µM]	-16.6%	-3.3%	-2.4	6.2%	0.4%	55.6%[activator]	-11.9%	-5.1%
COc1cc(C(=O)NCc2nnc(SCC(=O)Nc3ccc4c(c3)OCO4)o2)cc(OC)c1OC	-43.7%	15.2%	-8.8%	1.0	9.2%	10.4%	27.0%	-16.2%	.
COc1ccc(CNC(=O)CN(Cc2ccc(Cl)cc2)C(=O)c2csnn2)cc1	8.9%	-5.1%	?	-6.2	-8.9%	0.8%	-11.4%	-6.3%	-10.5%
O=S(=O)(Nc1ccccc1)c1cccc2nonc12	?	18.8%	86.7%[activator]	-1.2	-0.2%	11.4%	11.3%	-15.6%	-37.2%
CCN(CC)S(=O)(=O)c1ccc(OC)c(NS(=O)(=O)c2cccc(C(=O)O)c2)c1	-12.3%	-5.2%	-7.4%	-4.2	2.9%	18.2%	47.8%[activator]	2.1%	-1.7%
